Pemphigus Ab inh: human desmoglein-3 autoantibody binding inhibition; AID 588358; 0.48% of 310,000 active; binding (percent of control), % at 10 µM; DSG3-coupled beads, scFv-anti-DSG3-GFP binding, flow cytometry; stronger effect = lower value; P32926;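 active means binding more than 3 SD below its plate's average and above zero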;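 further: hits lower antibody fragment binding to DSG3; some compounds called inactive have numbers as strong as hits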
Arr AP2 block: human beta-arrestin and AP2 interaction inhibition; inhibition, % at 10 µM; AID 504490; 0.31% of 340,000 active; FITC-arrestin peptide / GST-AP2 beads, flow cytometry; AP2 beta2 appendage carries R879A mutation;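 active means inhibition above a set limit, near 3 SD of compounds lacking own fluorescence, cut at about 54% in these data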;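 further: plate controls were DMSO wells for no effect and 5 µM unlabelled arrestin peptide for full effect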
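test system = AP2 appendage R879A on GSH beads | buffer or medium = PBS plus Tween 20 (0.05%) and BSA (0.1%) | incubation = 12 min plus 1 h, RT | detection = bead flow cytometry, FITC channel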
V-ATPase pHluor: yeast V-ATPase proton transport regulation by pHLuorin | 0.37% of 350,000 active | response, % at 10 µM | AID 504577 | S. cerevisiae, pHLuorin cytosolic pH fluorescence; in the data active means response mostly above about 7.3%, no sharp cut-off; inactive means mostly below about 5.4%; further: actives read high; inactives centre near 0; some compounds called inactive have numbers as strong as hits; reference of the scale not given here
Cardiac RTF inh: cardiac RTF calcium desensitization; P19429+P45379; IANBD-labeled cardiac RTF, Ca2+ fluorescence; inhibition, % at 7.15 µM; 0.12% of 340,000 active; AID 493244;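 active means inhibition above the mean inhibition of all tested compounds plus 3 SD, cut at about 17% in these data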;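 further: assay run at fixed EC70 calcium of 1.6 mM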
MOR-DOR inv ag: inverse agonists of human mu-delta opioid receptor heterodimerization. 0.21% of 340,000 active. inhibition, % at 9.3 µM. cell-based MOR-DOR heterodimer luminescence, inverse agonism. P35372+P41143; in the data active means inhibition above about 22%, passing the limit was not always enough;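 further: 0% = cells with DMSO and 100% = wells without cells with DMSO; values of inactives mirror those of a sister screen read the other way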
Target sequence (P35372 whole entry, looked up): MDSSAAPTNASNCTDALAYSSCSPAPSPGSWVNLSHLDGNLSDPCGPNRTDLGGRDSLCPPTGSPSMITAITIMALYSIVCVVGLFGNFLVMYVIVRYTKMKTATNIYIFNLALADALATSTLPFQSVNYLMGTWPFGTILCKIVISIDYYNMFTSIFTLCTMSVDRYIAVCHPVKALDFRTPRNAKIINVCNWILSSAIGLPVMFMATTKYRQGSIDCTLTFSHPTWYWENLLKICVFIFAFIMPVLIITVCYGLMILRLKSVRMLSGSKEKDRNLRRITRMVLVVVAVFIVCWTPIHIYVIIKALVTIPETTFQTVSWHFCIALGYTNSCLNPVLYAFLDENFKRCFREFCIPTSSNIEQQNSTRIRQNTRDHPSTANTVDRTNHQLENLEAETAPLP
Target sequence (P41143 whole entry, looked up): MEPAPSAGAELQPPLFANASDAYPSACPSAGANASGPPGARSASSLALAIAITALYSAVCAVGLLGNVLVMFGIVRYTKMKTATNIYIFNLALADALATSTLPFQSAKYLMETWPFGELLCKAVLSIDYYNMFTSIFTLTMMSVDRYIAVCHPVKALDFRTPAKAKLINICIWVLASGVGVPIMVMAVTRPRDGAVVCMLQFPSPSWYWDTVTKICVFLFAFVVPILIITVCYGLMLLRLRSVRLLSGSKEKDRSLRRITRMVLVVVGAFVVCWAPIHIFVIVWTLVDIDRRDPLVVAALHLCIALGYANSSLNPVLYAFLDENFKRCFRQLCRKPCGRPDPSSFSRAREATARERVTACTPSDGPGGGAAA
Keap1 Nrf2 FP: inhibitors of human Keap1-Nrf2 protein-protein interaction; Keap1 Kelch-Nrf2 peptide fluorescence polarization, 1536-well; inhibition, % at 9.4 µM; 0.15% of 340,000 active; AID 504523; in the data active means inhibition above about 12%;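 further: human Keap1 Kelch domain with fluorescein labeled Nrf2 9mer peptide probe; 0% = neutral control wells and 100% = peptide positive control; higher means more block of Keap1 binding to Nrf2 peptide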
RTF Ca sens act: cardiac RTF calcium sensitization | P19429+P45379 | IANBD-labeled TnC RTF fluorescence at EC20 calcium; 0% EC20 calcium, 100% full calcium | activation, % at 7.2 µM | 0.24% of 340,000 active;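 active means activation above the mean over all tested compounds plus 3 SD, cut at about 30% in these data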;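 further: rise in fluorescence read as greater calcium sensitivity of cardiac thin filaments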
OPRM1-OPRD1 ag: OPRM1-OPRD1 heterodimerization agonism; cells, luminescence; 0.3% of 340,000 active; P35372+P41143; activation, % at 9.3 µM; in the data active means activation above about 18%;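 further: 0% = vehicle-treated cells and 100% = reference agonist; values of inactives mirror those of a sister screen read the other way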
Wnt act: Wnt/beta-catenin pathway activation. activation, % at 9.35 µM. Wnt/beta-catenin reporter cell assay, activator, plate reader. 1.2% of 300,000 active. AID 743398; in the data active means activation above about 30%, passing the limit was not always enough;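 further: 0% = neutral control wells and 100% = positive control wells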
LANA DNA inh: KSHV C-LANA DNA binding inhibition | MBP-C-LANA/FAM-LBS DNA binding, fluorescence polarization | inhibition, % at 9 µM | 0.078% of 340,000 active;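 active means highest replicate inhibition at or above 60% at 9 µM, even if other replicates fall short; inactive means all replicates below 60% inhibition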;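 further: 0% = neutral control wells and 100% = 4 µM acridine orange control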
The depositor's hits bear a star; / = no result given.

Second line of a record: Pemphigus Ab inh | Arr AP2 block | V-ATPase pHluor | Cardiac RTF inh | MOR-DOR inv ag | Keap1 Nrf2 FP | RTF Ca sens act | OPRM1-OPRD1 ag | Wnt act | LANA DNA inh
> CN(CC(=O)Nc1ccc(Cl)cc1)S(=O)(=O)c1ccc2c(c1)n(C)c(=O)c(=O)n2C
    97 | -4 | -1 | -10 | 9 | 3 | 5 | -1.7 | -1 | 1.5
> CCCN(C(=O)/C=C/c1ccc(S(=O)(=O)N(CC)CC)cc1)C1CCS(=O)(=O)C1 (centres undefined)
    104 | 3 | -1 | -3 | 1 | -2 | 0 | -0.3 | 7 | 1.4
> O=C(COc1ccccc1)Nc1nnc(-c2ccccc2Cl)o1
    / | 29 | 2 | -12 | -4 | -4 | 3 | 0.7 | -1 | 2.5
> O=C(N/N=C/c1ccc(-c2ccccc2)o1)c1ccccc1O
    106 | 3 | 0 | -5 | 27 | -3 | -3 | -5.3 | -1 | 0.3
> CCCC/C=C/C(NC(=O)CCc1ccccc1)c1ccccc1 (centres undefined)
    98 | 22 | -4 | -12 | 4 | 0 | -8 | -0.8 | -2 | -0.4
> COc1ccccc1CN1CCC(n2nccc2NC(=O)CCc2ccccc2)CC1
    108 | 1 | -1 | 0 | -6 | -4 | 2 | 1.1 | -1 | -0.8
> Cc1ccc2nc(Cl)c(CN(C(=O)c3cnccn3)C3CCCCC3)cc2c1
    105 | 1 | 1 | -5 | -8 | 4 | -3 | 1.4 | / | -0.9
> Cc1cc(NC(=O)c2c([N+](=O)[O-])c(C)nn2C)no1
    / | 4 | 4 | -7 | 2 | -6 | 0 | -0.6 | -1 | -1.8
> COCCNc1nnc(SCC(=O)NC2CCCCC2)s1
    93 | -5 | 2 | -3 | 0 | 3 | 4 | 0.0 | 1 | 1.6
> CN(C)S(=O)(=O)c1cccc(C(=O)Nc2ccc(C(=O)Nc3cccc(S(N)(=O)=O)c3)cc2)c1
    92 | -6 | -2 | -7 | 13 | -4 | -3 | -2.9 | -1 | 0.4
> O=C(NNc1ccccc1)C(=O)NNS(=O)(=O)c1ccc([N+](=O)[O-])cc1
    95 | 12 | -1 | -14 | -2 | 1 | 2 | 0.3 | -2 | 0.5
> COc1ccc(OCC(=O)OCC(=O)N2CC(=O)Nc3ccccc32)cc1
    99 | 6 | -5 | -7 | 13 | -6 | 2 | -2.5 | 10 | 1.3
> O=C1C2CC=CCC2C(=O)N1c1ccc(NCCc2cccc(F)c2)c([N+](=O)[O-])c1 (centres undefined)
    107 | -6 | 1 | 2 | 10 | -3 | -6 | -2.0 | -4 | -1.8
> CC(C)Sc1cc(N2CCCC2)nc(-c2ccc(F)cc2)n1
    106 | 4 | 2 | -3 | 10 | 4 | -1 | -1.7 | / | -0.8
> CC(C)C(NC(=O)c1ccco1)C(=O)NCC(c1ccco1)N(C)C (centres undefined)
    106 | 5 | 16* | -5 | -4 | -3 | 6 | 0.9 | / | 1.1

A draw from above in order of molecular weight, low to high.
Second line of a record: Pemphigus Ab inh | Arr AP2 block | V-ATPase pHluor | Cardiac RTF inh | MOR-DOR inv ag | Keap1 Nrf2 FP | RTF Ca sens act | OPRM1-OPRD1 ag | Wnt act | LANA DNA inh
> CC(C)Sc1cc(N2CCCC2)nc(-c2ccc(F)cc2)n1
    106 | 4 | 2 | -3 | 10 | 4 | -1 | -1.7 | / | -0.8
> O=C(COc1ccccc1)Nc1nnc(-c2ccccc2Cl)o1
    / | 29 | 2 | -12 | -4 | -4 | 3 | 0.7 | -1 | 2.5
> CC(C)C(NC(=O)c1ccco1)C(=O)NCC(c1ccco1)N(C)C (centres undefined)
    106 | 5 | 16* | -5 | -4 | -3 | 6 | 0.9 | / | 1.1

Going on with the list:
Second line of a record: Pemphigus Ab inh | Arr AP2 block | V-ATPase pHluor | Cardiac RTF inh | MOR-DOR inv ag | Keap1 Nrf2 FP | RTF Ca sens act | OPRM1-OPRD1 ag | Wnt act | LANA DNA inh
> CCOc1ccc(N2C(=O)CC(NC3CCN(C(=O)c4ccc(F)cc4)CC3)C2=O)cc1 (centres undefined)
    105 | -18 | -1 | -4 | 12 | 4 | -1 | -3.6 | 1 | 3.1
> CC(/C=C/c1ccco1)=N\NC(=O)c1cc(Cl)ccc1O
    89 | 0 | -2 | -8 | 15 | -1 | 0 | -2.4 | 3 | 2.2
> O=C(NCCc1ccc(Cl)cc1)C1CC(=O)N(CCc2ccccc2)C1 (centres undefined)
    102 | 8 | 4 | 0 | 7 | 1 | 1 | -1.4 | -3 | 0.7
> Cc1ccc(S(=O)(=O)N(C)C)cc1NC(=S)NC12CC3CC(CC(C3)C1)C2
    85 | -6 | -2 | -5 | -23 | -4 | 0 | 3.2 | -7 | 0.8
> COC(=O)C(O)(CC(=O)Nc1ccc(Cl)cc1F)C(F)(F)F (centres undefined)
    103 | 4 | 4 | -1 | 6 | -2 | 2 | -1.0 | / | -1.5
> Fc1ccccc1C1CC(c2ccco2)=Nc2ccccc2S1 (centres undefined)
    99 | -2 | 2 | -6 | 19 | -3 | -6 | -3.7 | 35* | -1.6
> COc1cc(/C=C/C(=O)O)cc(S(=O)(=O)N2CCc3ccccc3C2)c1OC
    107 | -8 | 2 | 6 | -4 | 0 | 3 | 0.7 | 0 | -1.1
> CCOc1ccc(NC(=O)/C(C=Nc2ccccc2)=C(\C)O)cc1
    96 | -4 | -2 | 4 | -10 | -2 | 3 | 1.6 | 0 | -2.3
> O=C(NNC(=O)c1cc2ccccc2cc1O)Nc1ccccc1F
    103 | 4 | 0 | -6 | 6 | -15 | -2 | -0.9 | 1 | 3.1
> CCOC(=O)c1c(S(=O)(=O)N2CCCC(C)C2)c(C)n(C)c1C (centres undefined)
    / | 9 | 1 | -3 | 17 | -4 | -1 | -3.4 | -2 | 0.3
> Cc1cccc(NC(=O)Cc2coc3ccc4ccccc4c23)n1
    126 | 28 | 1 | -6 | 15 | 5 | 5 | -3.3 | / | 0.9
> CCC1CCCCN1C(=O)CNCC1CCCO1 (centres undefined)
    97 | -2 | -3 | -3 | 9 | -4 | -2 | -1.8 | -1 | 0.2
> O=C(NC1CCCCC1)c1c2c(nc3ccccc13)CCC2
    94 | -12 | 3 | -4 | 8 | 3 | 0 | -1.6 | -3 | -0.3
> CC(C)(c1ccccc1)c1ccc(OCCN2CCCC2)cc1
    103 | -3 | -2 | -8 | 1 | 1 | -5 | -0.2 | -2 | -1.1
> CC(C)(CNC(=O)CCNC(=O)c1ccc(Br)cc1)N1CCOCC1
    100 | -6 | 0 | 13 | 11 | -2 | 1 | -1.7 | -1 | -0.8

Further results
Second line of a record: Pemphigus Ab inh | Arr AP2 block | V-ATPase pHluor | Cardiac RTF inh | MOR-DOR inv ag | Keap1 Nrf2 FP | RTF Ca sens act | OPRM1-OPRD1 ag | Wnt act | LANA DNA inh
> O=C(N/C(=C\c1ccco1)C(=O)N1CCOCC1)c1ccco1
    104 | 13 | 0 | -3 | 2 | -8 | -3 | -0.4 | -1 | 1.5
> O=C1CC(Nc2ccc(N3CCOCC3)cc2)C(=O)N1CCc1ccccc1 (centres undefined)
    / | 12 | 0 | 0 | 3 | 2 | -6 | -0.7 | -7 | -0.1
> O=S(=O)(Nc1cccnc1)c1cccc(C(F)(F)F)c1
    93 | -6 | 1 | -7 | 13 | -3 | 5 | -2.3 | / | -0.6
> O=C(Nc1cccnc1)C1CCN(S(=O)(=O)c2cccs2)CC1
    99 | 2 | 4 | -1 | 8 | -3 | 2 | -1.8 | -1 | -0.7
> COc1ccc(/C=N/NC(=O)c2[nH]c3ccc(Cl)cc3c2-c2ccccc2)c(C(=O)O)c1OC
    96 | -12 | 5 | 4 | 9 | -5 | -4 | -1.6 | 2 | -0.3
> Cc1nn(C)c(C)c1CN(C)S(=O)(=O)c1ccc2ccccc2c1
    105 | 2 | -3 | 1 | 0 | -8 | 0 | 0.0 | -16 | 0.9
> O=C(NNC(=O)c1ccccc1)C(=O)N1CCCCC1
    / | -4 | 5 | -2 | 14 | 0 | 4 | -2.2 | -2 | -1.5
> CCn1nc(C)c(/C=N/NC(=O)c2nc3nc(C)cc(C)n3n2)c1C
    85 | 2 | 0 | -4 | -1 | -4 | 7 | 0.2 | 4 | -0.5
> CC(=O)Nc1ccc2oc(-c3ccccc3)nc2c1
    111 | 13 | 0 | 0 | 8 | 1 | -3 | -1.4 | 64* | 3.0
> COc1ccc(N2CCN(C(=O)CNC(=O)Cc3ccccc3)CC2)cc1
    / | 3 | 0 | -14 | -6 | -1 | -4 | 1.1 | 0 | 0.9
> Cc1ccc(S(=O)(=O)Nc2ccc(O)c(Sc3ncn[nH]3)c2)cc1
    86 | 1 | 1 | 4 | 1 | 0 | 5 | -0.3 | -1 | 0.6
> Cc1ccc2cc(CN(CCCO)S(=O)(=O)c3cccc4nsnc34)c(=O)[nH]c2c1C
    107 | 9 | -4 | -7 | -1 | 14* | 7 | 0.1 | / | -1.5
> Cc1cc([N+](=O)[O-])ccc1NC(=O)CSc1nnc(C)n1C
    105 | 6 | 3 | -7 | -1 | 4 | -4 | 0.2 | 0 | -4.0
> O=C(NNC(=S)Nc1ccc(Cl)cc1)c1ccccc1OC(F)F
    / | -4 | -4 | 3 | 20 | 0 | 9 | -4.1 | -6 | -0.7
> S=C(NCc1cccs1)Nc1cccc(Cl)c1
    100 | 36 | -3 | 0 | -1 | 4 | -3 | 0.1 | 1 | 0.8

Three compounds from above, showing only LANA DNA inh and Cardiac RTF inh:
Molecule	LANA DNA inh	Cardiac RTF inh
Cc1ccc(S(=O)(=O)Nc2ccc(O)c(Sc3ncn[nH]3)c2)cc1	0.6	4
Cc1ccc2cc(CN(CCCO)S(=O)(=O)c3cccc4nsnc34)c(=O)[nH]c2c1C	-1.5	-7
Cc1cc([N+](=O)[O-])ccc1NC(=O)CSc1nnc(C)n1C	-4.0	-7

More records follow.
compound	Pemphigus Ab inh	Arr AP2 block	V-ATPase pHluor	Cardiac RTF inh	MOR-DOR inv ag	Keap1 Nrf2 FP	RTF Ca sens act	OPRM1-OPRD1 ag	Wnt act	LANA DNA inh
CC1=C(C(=O)N2CCCC(CCC(=O)NCc3ccc(F)c(F)c3)C2)OCCO1 (centres undefined)	90	-6	1	-10	9	2	6	-1.8	19	0.1
COCCCNC(=O)CSc1nc2cc(C(=O)NCCOC)ccc2c(=O)n1Cc1ccc2c(c1)OCO2	94	47	-1	-12	10	7	-6	-1.8	1	-0.3
Cc1ccc(C(=O)NCC(=O)OCc2cccc(Br)c2)cc1	97	6	5	-2	-1	3	1	0.2	13	-0.1
CCN(CC)c1nc(C)c(C(=S)Nc2cc([N+](=O)[O-])ccc2Cl)s1	101	8	-1	-15	10	-8	13	-2.1	-6	0.7

Screening data as filed in PubChem BioAssay.

Compounds as they come; overall some 3.1% were active at least once.
